# Assay outcomes deposited in PubChem BioAssay by several laboratories.
# SUMO1-SIM PPI – modulators of SUMO1 protein-protein interactions, primary screen, biochemical, uHTS. Small ubiquitin-related modifier 1 (Homo sapiens), P63165. SUMO1 binding to a labelled peptide, TR-FRET, 1 h. inhibition, % at 20 µM. hit rate 0.33% among 360,000; in the data active means inhibition above about 37%
# CSN deneddyl inh – inhibitors of CSN-mediated cullin deneddylation, primary screen, biochemical, fluorescence polarization, uHTS | inhibition, % at 12.5 µM | AID 651999, 2013 | Purified CSN, SCF-Nedd8-OG deneddylation | COP9 signalosome complex subunit 5 (Homo sapiens), Q92905 | hit rate 0.38% among 360,000;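 active means pattern-corrected inhibition above about 35%, with an unprinted fluorescence ratio check between 0.5 and 1.5, limit read from the data, passing the limit was not always enough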;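 further: 0% = enzyme with substrate and 100% = substrate without enzyme; some results filed as inactive read as strong as hits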
#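 Assay system: HEK293T-derived human Csn5 enzyme; quantity: 0.24 nM enzyme; medium: Tris/NaCl/DTT buffer, pH 7.5; also added: substrate SCFSkp2-Nedd8OG, 10 nM; doses: 12.5 µM compound; schedule: 90 min reaction at room temperature; signal: FP; read-out: % inhibition of substrate cleavage by Csn5; benchmarks: substrate-only high control, full reaction low control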
# STEP inh – STEP phosphatase inhibitors, primary screen, biochemical, fluorescence intensity, uHTS; Tyrosine-protein phosphatase non-receptor type 5 (Homo sapiens), P54829; recombinant STEP, OMFP fluorogenic substrate; inhibition, % at 20 µM; hit rate 0.25% among 360,000; AID 588621, 2011;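 active means inhibition at 20 µM, scaled per plate between control wells, above about 37%, limit read from the data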;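 further: 0% = DMSO with enzyme and substrate and 100% = substrate only without enzyme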
# Target sequence (P54829 whole entry, looked up): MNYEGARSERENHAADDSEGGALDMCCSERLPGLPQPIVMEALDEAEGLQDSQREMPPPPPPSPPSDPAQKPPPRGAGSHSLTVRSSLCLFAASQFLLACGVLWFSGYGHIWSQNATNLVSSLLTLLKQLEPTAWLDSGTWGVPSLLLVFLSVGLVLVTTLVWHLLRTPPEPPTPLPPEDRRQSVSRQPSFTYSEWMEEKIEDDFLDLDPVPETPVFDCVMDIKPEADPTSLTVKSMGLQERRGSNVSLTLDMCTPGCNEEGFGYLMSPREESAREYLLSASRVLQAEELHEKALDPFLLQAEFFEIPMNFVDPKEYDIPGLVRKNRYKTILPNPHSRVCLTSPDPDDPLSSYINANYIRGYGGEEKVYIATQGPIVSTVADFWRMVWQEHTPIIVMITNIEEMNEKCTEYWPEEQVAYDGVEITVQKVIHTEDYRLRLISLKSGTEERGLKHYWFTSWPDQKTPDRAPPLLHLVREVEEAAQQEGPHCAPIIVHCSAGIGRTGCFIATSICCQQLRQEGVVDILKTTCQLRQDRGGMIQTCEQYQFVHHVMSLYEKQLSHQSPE
#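 Material: STEP (striatal-enriched tyrosine phosphatase) enzyme, cell-free | Medium: 50 mM Bis-Tris pH 6.0 with 2.5 mM DTT and 0.005% Tween 20 | Read-out: Percent inhibition scaled to no-enzyme and uninhibited-enzyme controls, plate-pattern corrected | Signal: Fluorescence read at 480 nm ex / 540 nm em | Times: 20 min reaction, room temperature, in the dark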
# LMPTP inh – LMPTP phosphatase inhibitors, primary screen, biochemical, fluorescence intensity, uHTS; Low molecular weight phosphotyrosine protein phosphatase (Homo sapiens), P24666; recombinant LMPTP-A, OMFP fluorogenic substrate; hit rate 0.22% among 360,000; AID 651560, 2012; inhibition, % at 20 µM;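 active means compounds that cut the enzyme signal by at least half of the control window in the single-dose screen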;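 further: plate controls were DMSO wells with enzyme plus substrate for no effect and substrate without enzyme for full effect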
#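 Test system: LMPTP-A phosphatase enzyme. Amount: LMPTP-A at 0.625 nM final in the reaction. Reagent: OMFP substrate, 400 µM final. Times: 50 min at room temperature. Signal: endpoint fluorescence intensity from OMFP dephosphorylation. Read-out basis: % inhibition. Benchmarks: no-enzyme and uninhibited controls.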
# NadD block – inhibitors of S. aureus NadD, primary screen, biochemical, colorimetric, uHTS | Nicotinate-nucleotide adenylyltransferase NadD (Staphylococcus aureus N315) | purified NadD enzyme, colorimetric absorbance read-out | inhibition, % at 20 µM | hit rate 0.78% among 360,000; in the data active means inhibition above about 26%; further: some compounds past the cut are filed as inactive
# Neddylation inh – inhibitors of cullin neddylation, primary screen, biochemical, TR-FRET, uHTS, NAE and Ubc12; NEDD8-conjugating enzyme Ubc12 (Homo sapiens) + NEDD8-activating enzyme E1 regulatory …; calls only at 25 µM; hit rate 0.58% among 360,000; in the data active means inhibition above about 36%
# Rin1 Abl inh – inhibitors of Rin1-Abl protein binding, primary screen, biochemical, TR-FRET; Tyrosine-protein kinase ABL1 (Homo sapiens) + Ras and Rab interactor 1 (Homo sapiens), …; inhibition, % at 7.35 µM; hit rate 0.4% among 360,000; AID 588664, 2011; in the data active means inhibition above about 5%, passing the limit was not always enough
# DNMT1 block – human DNMT1 methyltransferase inhibitors, primary screen, biochemical, molecular beacon, fluorescence, HinP1I cleavage, uHTS; DNA (cytosine-5)-methyltransferase 1 (Homo sapiens), P26358; inhibition (reported as % activation of signal), % at 10 µM; hit rate 0.83% among 360,000; AID 588458, 2011; in the data active means inhibition above about 50%
# Rpn11 inh – Rpn11 (PSMD14) deubiquitinase inhibitors, primary screen, biochemical, fluorescence polarization, uHTS; 26S proteasome non-ATPase regulatory subunit 14 (Homo sapiens), O00487; human 26S proteasome, Ub4-pepOG fluorescence polarization; 20S core pre-blocked with epoxomicin; calls only at 20 µM; hit rate 0.59% among 360,000;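 active means inhibition at 20 µM, scaled to each plate's controls, above about 33%, limit read from the data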
# Target sequence (O00487 whole entry, looked up): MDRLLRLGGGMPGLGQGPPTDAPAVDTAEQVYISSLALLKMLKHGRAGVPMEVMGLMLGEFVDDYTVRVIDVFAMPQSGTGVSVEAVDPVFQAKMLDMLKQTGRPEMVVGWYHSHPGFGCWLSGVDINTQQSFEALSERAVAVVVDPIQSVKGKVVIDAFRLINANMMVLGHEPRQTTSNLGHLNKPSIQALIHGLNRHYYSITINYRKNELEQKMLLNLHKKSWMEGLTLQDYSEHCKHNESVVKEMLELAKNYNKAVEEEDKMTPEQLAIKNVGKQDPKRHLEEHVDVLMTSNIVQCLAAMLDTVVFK
# Scp-1 inhibitor – Scp-1 phosphatase inhibitors, primary screen, biochemical, colorimetric, uHTS; Recombinant Scp1, phosphopeptide, malachite green phosphate absorbance; hit rate 0.88% among 340,000; Carboxy-terminal domain RNA polymerase II polypeptide A small phosphatase 1 (Homo …; inhibition, % at 20 µM;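 active means inhibition above about 50% at 20 µM, limit read from the data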;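 further: plate controls were DMSO wells with enzyme for no effect and wells lacking enzyme for full effect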
# Target sequence (Q9GZU7 76-261 limits assumed): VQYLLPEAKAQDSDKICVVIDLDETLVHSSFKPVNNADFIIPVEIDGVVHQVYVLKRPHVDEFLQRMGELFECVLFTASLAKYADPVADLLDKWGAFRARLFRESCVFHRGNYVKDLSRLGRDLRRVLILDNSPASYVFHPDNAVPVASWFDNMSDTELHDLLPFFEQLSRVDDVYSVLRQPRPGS
#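 Times: enzyme reaction 45 min at room temperature, colour 5 min, stabilisation 30 min. Material: SCP-1 catalytic fragment, aa 76-261. Medium: Acidic Tris acetate buffer with magnesium and detergent. Signal: colorimetric free-phosphate detection, absorbance 630 nm. Read-out basis: % inhibition of SCP-1 phosphate liberation. Reagent: Phosphorylated 17-residue peptide substrate.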
# * marks the source's active call; other numbers are inactive results; i = inactive; x = not tested or not shown.
Scp-1 inhibitor	NadD block	DNMT1 block	CSN deneddyl inh	LMPTP inh	Neddylation inh	Rin1 Abl inh	STEP inh	Rpn11 inh	SUMO1-SIM PPI	Structure
3	-6	-2	1	0.2	i	1	-2	i	0	O=C(NCc1ccccn1)Nc1ccccc1Cl
x	9	13	4	-6.1	i	1	-4	i	-5	CC(=O)Nc1ccc(CN(C)c2c(C)nc3ccc(C(=O)N4CCN(C(=O)c5ccco5)CC4)cn23)cc1
-9	9	-14	-1	2.3	i	3	1	i	16	O=C(Nc1cccc(S(=O)(=O)N2CCOCC2)c1)c1cn(-c2ccccc2)nc1-c1ccc(F)cc1
-1	12	1	3	0.4	i	1	1	i	-6	Cc1c(NC(=O)C(=O)/C=C(\O)c2ccc(Cl)cc2)c(=O)n(-c2ccccc2)n1C
-8	-2	14	-7	0.8	i	1	-1	i	4	COc1ccc(NC(=O)CSc2nnnn2C2CCCC2)cc1
0	-9	0	5	2.8	i	-3	6	i	-3	CCOC(=O)c1c(NC(=O)c2ccc(S(=O)(=O)N3CCOCC3)cc2)sc2c1CCN(C(C)C)C2
4	16	-11	3	3.2	i	-2	0	i	4	COc1cccc(OC)c1C(=O)NC(=S)Nc1cc(-c2nc3ccccc3[nH]2)ccc1Cl
-5	2	-5	-4	3.5	i	-2	1	i	2	Cc1sc2ncnc(N3CCN(Cc4ccccc4)CC3)c2c1-c1ccc(F)cc1
0	-1	-2	5	0.1	i	0	-2	i	10	COc1ccc(NC(=O)c2ccc3c(c2)n(C)c(=O)n3C)cc1
-2	-7	0	-5	-1.7	i	3	-3	i	2	CNCC(O)CN(c1ccccc1)c1ccccc1 (stereo not drawn)
-3	2	0	11	0.2	i	1	0	i	-1	CCC(=O)Nc1ccc2nc(SCC(=O)N3CCOCC3)sc2c1
x	8	-12	4	3.0	i	-1	1	i	0	CC1C(=O)N(Cc2cn(CC3CCCCC3)nn2)CCS(=O)(=O)N1Cc1ccc(-c2ccccc2)cc1 (stereo not drawn)
-5	-8	4	9	1.5	i	0	-5	i	1	Cc1sc2nc(CSCC(=O)NC(C)(C)C)[nH]c(=O)c2c1C
-10	5	2	0	-0.1	i	-2	-4	i	8	NC(=O)[C@@H]1CCCN1Cc1c(C(=O)N2CCc3ccccc3C2)nc2ccc(Cl)cn12
-2	4	-2	-2	-2.0	i	6	1	i	2	COc1cc(-c2cc(C(=O)OCC(=O)Nc3ccc4c(c3)OCO4)c3ccccc3n2)cc(OC)c1OC
-5	2	1	-8	-0.1	i	-2	1	i	-2	CCOC(=O)N1CCN(C(=O)C(=O)NNC(=O)COc2ccc(Cl)cc2)CC1
-2	1	3	-5	-1.9	i	-2	1	i	-7	Cc1ccc2c(=O)cc(C(=O)NC3CCS(=O)(=O)C3)oc2c1 (stereo not drawn)
-11	4	-1	-5	-0.4	i	1	-3	i	1	Cc1cc(C)n(-c2ccc(NC(=O)C3CCCCN3C(=O)c3cc(C)oc3C)cc2)n1 (stereo not drawn)
x	16	-16	4	0.5	i	4	0	i	-140	COc1ccc(CC(N)c2csc(NC(=O)Nc3ccc(C(C)C)cc3)n2)cc1 (stereo not drawn)
0	-1	-1	-3	-0.4	i	-2	-2	i	-8	COc1cc([N+](=O)[O-])ccc1Nc1nc(C)cc(C)n1
-3	5	1	4	-0.1	i	1	-2	i	-2	Cc1ccsc1C(=O)N(C)C1CCS(=O)(=O)C1 (stereo not drawn)
-5	-1	0	3	-0.6	i	0	-1	i	1	O=C(NCCOc1ccccc1)C1CCC(=O)N(CCc2ccc(Cl)cc2)C1 (stereo not drawn)
1	6	-2	-7	3.6	x	3	1	i	2	Cn1c2ccccc2c2cc(/C=N/NC(=O)c3ccccc3F)ccc21
-3	-1	2	1	-3.3	i	-6	1	i	-3	O=C(c1ccco1)N1CCN(C(=O)C2(S(=O)(=O)c3ccc(Cl)cc3)CC2)CC1
3	-2	0	3	-0.8	i	-2	1	i	-16	OCCC1CN(Cc2ccc3nsnc3c2)CCN1CCc1ccccc1 (stereo not drawn)
-8	-11	1	6	0.6	i	1	5	i	0	COc1ccc(OC)c(NC(=O)c2cc3ccccc3o2)c1
x	7	39	0	-0.6	i	-3	3	i	2	Nc1cc(Br)cc2c1[nH]c(=O)c1ccccc12
-2	-5	-3	3	-0.4	i	0	0	i	3	O=C(CSc1nnnn1Cc1ccccc1)Nc1cccc(F)c1
-5	5	1	1	-1.5	i	-5	-2	i	2	Cc1sc2c(c1C)c(=O)n(-c1ccccc1)c1nncn21
-7	1	-3	-4	0.0	i	-6	0	i	-1	CCCCNC(=O)CSc1nc2ccccc2c(=O)n1CC1COc2ccccc2O1 (stereo not drawn)
-10	-4	-7	2	-0.4	i	2	1	i	2	O=C(COC(=O)c1cccc(Cl)c1Cl)NCc1cccs1
-5	14	8	5	-0.5	i	0	-2	i	2	C/C(=N\NC(=O)c1nnn(-c2nonc2N)c1-c1ccc2c(c1)OCO2)c1ccc(F)cc1
-2	1	12	5	-2.6	i	-1	1	i	7	CCNc1nc(NCC)n2c(SCC(=O)Nc3ccccc3[N+](=O)[O-])nnc2n1
-5	-2	0	5	-0.9	i	0	0	i	0	CCN(CC(=O)Nc1cc(OC)ccc1OC)Cc1nc2ccccc2c(=O)[nH]1
-5	1	1	1	-1.4	i	1	-1	i	-2	O=C(CNC(=O)Cc1ccccc1)NCc1cccc(C(F)(F)F)c1
-2	-5	1	1	-0.9	i	-4	-1	i	-3	O=C(c1ccc(=O)[nH]n1)N1CCc2ccccc2C1
-2	4	2	6	-1.0	i	2	2	i	-1	O=C(Nc1nnc(-c2ccccc2Cl)o1)c1cccnc1
-8	-2	-2	3	-0.8	i	1	0	i	-3	CCOC(=O)[C@H]1[C@H]2COc3cc(OC)ccc3[C@@H]2N2C(=O)c3ccc(F)cc3NC(=O)[C@@]12C
0	0	1	-2	0.8	i	-4	2	i	3	N/N=c1\sc2ccccc2n1-c1ccccc1
-4	-2	-5	-3	0.7	i	-4	0	i	-2	O=C(COC(=O)/C=C/c1ccccc1)NCc1ccc(Cl)cc1
-9	-5	1	-2	0.4	i	0	-1	i	0	COc1ccc(N2CCN(C(=O)COc3ccc4c(C)c(C)c(=O)oc4c3C)CC2)cc1
-5	0	4	-1	-1.7	i	3	1	i	3	CC1SC(=S)N(c2ccc(N(C)C)cc2)C1=O (stereo not drawn)
-10	-5	1	0	-1.6	i	1	1	i	-1	Nc1no[n+]([O-])c1-c1ccccc1
-9	-4	0	-4	-0.6	i	2	0	i	4	CC(=O)Nc1ccc(C=C(C(C)=O)C(C)=O)cc1
-15	3	-3	8	-1.3	i	4	-2	i	2	CCN(CC)CCNC(=O)c1ccc2c(c1)ncn2C1CCCCC1
13	-3	2	-4	-0.5	i	-2	-1	i	9	O=C(Cn1c(=O)oc2cc(S(=O)(=O)N3CCCC3)ccc21)N1CCN(c2ccccc2F)CC1
-4	5	1	6	-0.6	i	-1	-2	i	0	O=C(N/N=C/c1coc2ccccc2c1=O)c1ccccc1
-3	-2	-2	8	-1.9	i	-4	24	i	-8	C=CCn1c(N)c(C(=O)N2CCN(C)CC2)sc1=S

# 3 entries picked at random from those above, as already listed:
Scp-1 inhibitor	NadD block	DNMT1 block	CSN deneddyl inh	LMPTP inh	Neddylation inh	Rin1 Abl inh	STEP inh	Rpn11 inh	SUMO1-SIM PPI	Structure
-8	-2	-2	3	-0.8	i	1	0	i	-3	CCOC(=O)[C@H]1[C@H]2COc3cc(OC)ccc3[C@@H]2N2C(=O)c3ccc(F)cc3NC(=O)[C@@]12C
-9	-4	0	-4	-0.6	i	2	0	i	4	CC(=O)Nc1ccc(C=C(C(C)=O)C(C)=O)cc1
-9	-5	1	-2	0.4	i	0	-1	i	0	COc1ccc(N2CCN(C(=O)COc3ccc4c(C)c(C)c(=O)oc4c3C)CC2)cc1

# (next part)
Scp-1 inhibitor	NadD block	DNMT1 block	CSN deneddyl inh	LMPTP inh	Neddylation inh	Rin1 Abl inh	STEP inh	Rpn11 inh	SUMO1-SIM PPI	Structure
-5	-1	-1	-11	-0.7	i	-1	-2	i	-17	O=C(O)c1cc([N+](=O)[O-])ccc1NCCO
-2	-1	3	0	-0.1	i	-6	-3	i	-28	Cn1c(CN2CCOCC2)nnc1SCC(=O)Nc1ccc([N+](=O)[O-])cc1O
-4	-8	-5	-2	-1.2	i	-2	0	i	-7	O=C(CSc1ncnc2c1cnn2Cc1ccccc1)Nc1ccc2c(c1)OCCO2
-1	-7	0	-15	-1.5	i	4	-4	i	-17	Cc1ccc2nsnc2c1S(=O)(=O)N1CCCC1C(=O)O (stereo not drawn)
-8	-2	4	-1	-0.8	i	2	-3	i	2	O=C(Cc1ccc2c(c1)OCCO2)N1CCN(S(=O)(=O)c2ccccc2C(F)(F)F)CC1
26	-3	-2	-3	2.0	i	3	1	i	2	COc1ccc2nc(N3C(=O)CC(Cc4cc(C)cc(C)c4)C3=O)sc2c1 (stereo not drawn)
-7	-3	1	2	0.5	i	1	2	i	-1	COc1ccc(CC(=O)N2CCN(c3ccccc3OC)CC2)cc1OC
9	6	11	7	8.6	i	-2	1	i	-3	C=CCn1c(SCC(=O)c2ccc(O)c(O)c2)nnc1-c1ccc(C)cc1
-8	-5	-4	17	2.9	i	2	0	i	-27	CC1=NN(c2ccc([N+](=O)[O-])cc2)C(c2ccccc2)C1 (stereo not drawn)
-8	-5	-2	-14	-1.0	i	-2	-1	i	-4	CN1C/C(=N\S(=O)(=O)c2ccccc2)N(C)C1=O
2	0	7	1	-1.6	i	-1	-2	i	4	Cn1cc(S(=O)(=O)Nc2ccc(Cl)cc2Cl)c(=O)n(C)c1=O
11	-4	-2	0	-0.1	i	-3	0	i	4	O=C(COc1ccc(F)cc1Br)N1CCc2ccccc21
